Growth percent in the NCI-60 one-dose screen (48 h, 10 µM unless noted): 100 = growth as untreated, 0 = no growth, -100 = all killed.
SK-MEL-2 – SK-MEL-2 melanoma; 77,000 compounds, 4.7% hits
EKVX – EKVX NSCLC; 71,000 compounds, 3% hits; AID 1794765
A549/ATCC – A549/ATCC NSCLC; 81,000 compounds, 3.7% hits
SK-MEL-5 – SK-MEL-5 melanoma. 80,000 compounds, 6.4% hits
SK-MEL-28 – SK-MEL-28 melanoma | 81,000 compounds, 4.1% hits | AID 1794761
HOP-92 – HOP-92 NSCLC cells. 71,000 compounds, 6.3% hits. AID 1794738
HOP-62 – HOP-62 NSCLC | 80,000 compounds, 3.9% hits
M14 – M14 melanoma; 80,000 compounds, 6.2% hits
Starred values were filed as active, the others as inactive; · = no result given; & = joins results of further samples. Rule for the calls: active = growth percent below 10; inactive = the rest. A portion of the library; count on the stated rates, not on these rows.

No.	Structure	M14	SK-MEL-2	HOP-92	A549/ATCC	SK-MEL-28	HOP-62	EKVX	SK-MEL-5
1	N#CCN	103.5	100.0	·	104.7	126.3	98.7	95.8	100.0
2	CCC(Br)(CC)C(=O)NC(N)=O	101.5	108.7	103.0	104.2	108.7	·	106.9	99.2
3	S=P(c1ccccc1)(c1ccccc1)c1cccc2ccccc12	99.4	·	·	76.5	94.9	93.7	·	93.9
4	CC1(C)N=C(N)N=C(N)N1c1ccc(OCc2ccc(S(=O)(=O)F)c(Cl)c2)c(Cl)c1	48.0	74.1	83.2	32.0	72.4	64.6	·	39.4
5	COC[CH2][Hg][C]#[C][Hg][CH2]COC	73.2	41.9	111.4	99.1	90.1	98.5	·	·
6	CC(=O)O[C@H]1CC[C@H]2[C@@H]3CC=C4c5nc(-c6ccc(Br)cc6)sc5CC[C@]4(C)[C@H]3CC[C@]12C	95.9	91.6	105.3	93.9	89.1	93.0	103.0	98.8
7	ClCCN(CCCl)c1nc(Cl)c(C2CC(c3ccc(Cl)cc3)=NN2c2cc(Cl)cc(Cl)c2)s1 (configuration not stated)	95.8	96.3	·	97.7	120.5	98.4	102.2	115.1
8	CC[C@H](C)[C@H](NC(=O)NC(C)(C)C)C(=O)N(C)[C@H](C[C@@H](OC(C)=O)c1nc(C(=O)N[C@@H](Cc2ccccc2)C[C@H](C)C(=O)OC)cs1)C(C)C	2.1*	47.3	17.3	19.1	53.2	12.4	29.4	-44.4*
9	COc1ccc2c(c1)NP(=S)(c1ccccc1)N2C (configuration not stated)	95.0	101.4	98.1	94.4	104.8	100.5	118.6	111.5
10	CC(=O)OC1CCC2(C)C(CCC3C4CC(N5CC5)C(C(C)=O)C4(C)CC(=O)C32)C1 (configuration not stated)	99.3	99.2	·	88.1	97.9	112.4	128.0	·
11	OC(Cc1nc2ccccc2s1)C(Cl)(Cl)Cl (configuration not stated)	95.9	99.2	77.0	104.6	113.8	86.8	82.0	78.8
12	O=C1CC(=O)NC(=S)N1	118.6	·	69.0	104.4	119.8	97.7	102.0	101.3
13	NC(N)=N/N=C\c1ccc(/C=N/N=C(N)N)cc1	106.4	114.7	·	97.6	109.4	102.9	106.6	102.5
14	COc1cccc2c1N=C1CCCC3CN(C(C)=O)CCC123 (configuration not stated)	99.1	103.2	·	96.1	114.1	104.7	115.6	107.3
15	O=[N+]([O-])c1ccc(Cl)cc1	106.1	104.3	84.5	97.3	96.8	95.5	112.2	108.0
16	CCOP(=O)(OCC)OP(=O)(OCC)OP(=O)(OCC)OCC	107.2	105.3	123.3	108.6	109.1	108.0	·	106.9
17	N/N=C/c1cccnc1	104.7	·	102.3	87.2	108.6	85.0	109.0	110.6
18	O=C1NCCCCC1(Cl)Cl	102.3	103.0	87.1	109.2	119.2	95.2	114.7	101.1
19	Nc1cc2nc3ccccc3nc2cc1N	109.5	107.0	97.8	80.1	128.8	80.4	84.8	87.0
20	CCOP(=O)(CCCP(=O)(OCC)OCC)OCC	104.1	97.1	91.5	106.4	107.8	106.7	103.0	106.3
21	COc1ccc(CC(C)NC(C)C)cc1OC (configuration not stated)	109.2	97.1	89.5	95.7	114.4	98.4	111.9	103.0
22	CC(Oc1ccc(-c2ccccc2)cc1)C(=O)O (configuration not stated)	101.8	107.4	·	96.5	110.2	·	·	97.0
23	O=S(=O)(F)c1ncnc2nc[nH]c12	100.2	85.8	·	98.5	97.0	86.5	102.6	96.2
24	CCC1CCC(=O)O1 (configuration not stated)	113.8&106.7	113.6&94.8	122.7	104.8&111.7	115.2&103.7	115.2&96.9	110.9	104.3&103.2

Taken from above:
HOP-92 result of O=C1NCCCCC1(Cl)Cl : 87.1
SK-MEL-28 result of CC(Oc1ccc(-c2ccccc2)cc1)C(=O)O (configuration not stated) : 110.2
SK-MEL-28 result of O=[N+]([O-])c1ccc(Cl)cc1 : 96.8
SK-MEL-5 result of COc1ccc(CC(C)NC(C)C)cc1OC (configuration not stated) : 103.0

Gathered by group: the compounds so far containing four or more nitrogen atoms (six)
No.	Structure	M14	SK-MEL-2	HOP-92	A549/ATCC	SK-MEL-28	HOP-62	EKVX	SK-MEL-5
4	CC1(C)N=C(N)N=C(N)N1c1ccc(OCc2ccc(S(=O)(=O)F)c(Cl)c2)c(Cl)c1	48.0	74.1	83.2	32.0	72.4	64.6	·	39.4
7	ClCCN(CCCl)c1nc(Cl)c(C2CC(c3ccc(Cl)cc3)=NN2c2cc(Cl)cc(Cl)c2)s1 (configuration not stated)	95.8	96.3	·	97.7	120.5	98.4	102.2	115.1
8	CC[C@H](C)[C@H](NC(=O)NC(C)(C)C)C(=O)N(C)[C@H](C[C@@H](OC(C)=O)c1nc(C(=O)N[C@@H](Cc2ccccc2)C[C@H](C)C(=O)OC)cs1)C(C)C	2.1*	47.3	17.3	19.1	53.2	12.4	29.4	-44.4*
13	NC(N)=N/N=C\c1ccc(/C=N/N=C(N)N)cc1	106.4	114.7	·	97.6	109.4	102.9	106.6	102.5
19	Nc1cc2nc3ccccc3nc2cc1N	109.5	107.0	97.8	80.1	128.8	80.4	84.8	87.0
23	O=S(=O)(F)c1ncnc2nc[nH]c12	100.2	85.8	·	98.5	97.0	86.5	102.6	96.2

The listing continues:
No.	Structure	M14	SK-MEL-2	HOP-92	A549/ATCC	SK-MEL-28	HOP-62	EKVX	SK-MEL-5
25	O=C(/C=C/c1ccco1)c1nc2ccccc2n1Cc1ccc(F)cc1	88.2	69.9	40.2	62.2	81.8	87.6	58.9	86.5
26	COC(=O)[C@@]1(C)CC[C@]2(C)CC[C@]3(C)C4=CC(=O)c5c(cc(O)c(O)c5C)[C@]4(C)CC[C@@]3(C)[C@@H]2C1	66.4	71.6	49.2	38.6	91.3	71.7	71.7	7.9*
27	CN(C)CC(O)c1cn(C)c2ccccc12 (configuration not stated)	104.2	100.1	86.7	95.2	106.1	110.6	105.1	99.6
28	CCC[C@H](O)[C@@H](OC)[C@H]1O[C@]1(C)[C@@H](O)C/C=C/[C@@H]1OC(=O)/C=C/C=C/[C@@H](OC)[C@H](O)/C=C/C(C)=C/C(C)CCC[C@@H](OC)[C@H](O)/C=C/C(C)=C/[C@@H](C)[C@H](O)[C@H]1OC (some centres not stated)	113.0	111.2	91.4	83.9	102.0	88.7	105.8	89.9
29	CCC(C#N)NC(C)Cc1ccccc1 (configuration not stated)	100.0	106.7	101.6	113.4	110.5	124.8	108.1	103.6
30	CCCNC(=O)[C@@H](CCC(F)(F)F)CC(=O)N[C@H]1N=C(c2ccccc2)c2ccccc2N(C)C1=O	·	106.8	97.2	101.2	111.6	106.2	95.5	102.6
31	CNC(Cc1ccccc1)c1ccc(C)cc1 (configuration not stated)	87.5	111.7	74.6	97.4	104.9	96.2	95.4	96.3
32	Nc1nnc(Sc2nc3ccc(Cl)cc3c(=O)n2-c2ccccc2)s1	103.9	99.9	71.4	92.2	106.6	95.4	·	95.9
33	c1ccc(C2CN2C2CCCCC2)cc1 (configuration not stated)	101.2	122.3	72.6	97.9	104.3	132.8	96.7	104.5
34	C1CCC2CN(CCCN3CCOCC3)CC2C1 (configuration not stated)	105.2	99.5	95.7	100.6	100.1	92.9	97.3	97.8
35	COC(=O)[C@@H](NC(=O)c1cn(CCC2CCCCC2)c2ccccc12)C(C)C	87.2	78.9	81.3	89.6	102.1	76.9	62.3	·
36	Cc1ccc(O)c(Cl)c1	103.2	100.2	127.2	105.3	110.9	102.1	·	108.5
37	COc1ccc2c(c1)c(-c1nc(-c3c[nH]c4ncccc34)cs1)cn2CCCCN1CCCCC1	-88.0*	-53.2*	20.5	-65.9*	-85.1*	-75.5*	49.4	-81.3*
38	COC(=O)C(Br)C(C)Br (configuration not stated)	96.8	99.9	69.1	98.0	112.8	103.9	·	102.9
39	CN1C[C@H](C(=O)N[C@]2(C)O[C@@]3(O)C4CCCN4C(=O)[C@H](Cc4ccccc4)N3C2=O)C=C2c3cccc4[nH]cc(c34)C[C@H]21 (some centres not stated)	96.9	·	72.8	78.6	96.5	·	77.2	72.8
40	CC(=O)[C@H]1[C@H](N2CC2)C[C@H]2[C@@H]3CC=C4C[C@@H](O)CC[C@]4(C)[C@H]3CC[C@@]21C	103.0&95.3	110.3&90.2	75.4	92.2&83.0	113.1&108.2	96.7&96.1	82.5&101.0	88.0
41	S=C(S)N1CCCCC1	·	102.3	101.3	101.5	108.6	110.0	100.9	97.6
42	[Br][Pb]([c]1ccccc1)([c]1ccccc1)[c]1ccccc1	-100.0*	-96.6*	·	-99.2*	-100.0*	-97.7*	-91.1*	-100.0*
43	CC(C)[C@@H]1NC(=O)[C@]2(C)CSC(=N2)c2csc(n2)CNC(=O)C[C@@H](/C=C/CCS)OC1=O	10.1	-28.2*	-21.5*	-15.1*	5.5*	-1.7*	32.4	-81.2*
44	COc1cc(/C=N/C2=C(C#N)C(c3ccco3)c3c(c4cc(C)ccc4oc3=O)O2)cc(OC)c1OC (configuration not stated)	93.4	94.1	59.4	99.5	81.7	87.3	95.1	93.5
45	C#CC1(O)CCC2C3CCC4=CC(=O)CCC4=C3C=CC21C (configuration not stated)	93.8	94.0	96.4	100.5	105.9	100.3	35.5	94.3
46	O=CN1N=C(c2ccc3c(c2)OCO3)CC1c1sc(N(CCCl)CCCl)nc1Cl (configuration not stated)	102.2	92.9	·	83.9	100.8	93.0	97.9	100.8
47	c1ccc([C@H]2N[C@H]2c2ccccc2)cc1	102.8	105.9	103.8	102.8	108.2	102.1	104.0	104.4
48	O=C1NC(=O)C2(CCN(S(=O)(=O)c3ccccc3)CC2)C(=O)N1	109.1	108.3	99.5	96.2	115.8	103.1	93.7	101.2

Complete entries from above. Order of values: M14 | SK-MEL-2 | HOP-92 | A549/ATCC | SK-MEL-28 | HOP-62 | EKVX | SK-MEL-5
Results for COC(=O)C(Br)C(C)Br (configuration not stated) = 96.8 | 99.9 | 69.1 | 98.0 | 112.8 | 103.9 | · | 102.9
Results for C#CC1(O)CCC2C3CCC4=CC(=O)CCC4=C3C=CC21C (configuration not stated) = 93.8 | 94.0 | 96.4 | 100.5 | 105.9 | 100.3 | 35.5 | 94.3
Results for [Br][Pb]([c]1ccccc1)([c]1ccccc1)[c]1ccccc1 = -100.0* | -96.6* | · | -99.2* | -100.0* | -97.7* | -91.1* | -100.0*

(next part)
No.	Structure	M14	SK-MEL-2	HOP-92	A549/ATCC	SK-MEL-28	HOP-62	EKVX	SK-MEL-5
49	CC(N)CCc1ccc2c(c1)OCO2 (configuration not stated)	92.2	95.6	97.9	100.1	102.9	117.6	98.6	101.9
50	N#CCN1CCN(c2ccccc2)CC1	98.4	92.9	102.7	86.8	98.4	85.6	106.8	101.0
51	COc1ccc(/C=C2\N=C(c3cccnc3)OC2=O)cc1	99.7	120.6	98.0	100.6	109.6	100.4	·	99.9
52	CCC(/C=N/N=C(N)N)=N\N=C(N)N	79.9	95.0	88.9	70.3	81.4	85.0	·	98.6
53	N#CC(C#N)=Cc1cccc(F)c1	107.2	111.6	129.6	100.0	110.7	95.2	102.1	101.3
54	CC(=O)Cc1ccccc1Cl	94.6	88.8	92.7	102.6	102.1	94.6	95.7	95.4
55	CC1(C)N=C(N)N=C(N)N1c1cccc(CCCCc2ccc(S(=O)(=O)F)cc2Cl)c1	56.6	80.9	73.5	29.6	63.2	61.3	·	39.0
56	C=C(C)[C@H]1CN[C@H](C(=O)O)[C@H]1CC(=O)O	96.0	64.9	109.8	93.6	118.3	·	107.7	109.4
57	COc1cc2c(O[C@@H]3OC[C@H](O)[C@H](O)[C@H]3O)c3c(c(-c4ccc5c(c4)OCO5)c2cc1OC)C(=O)OC3	31.3	49.0	·	91.0	40.8	59.1	70.0	-93.4*
58	Cc1cc([N+](=O)[O-])c(O)c([N+](=O)[O-])c1C	103.0	104.5	·	105.3	124.5	98.9	·	97.2
59	C[C@]12CC[C@H](O)C[C@@H]1CC[C@@H]1[C@@H]2CC[C@]2(C)OC(=O)CC[C@@H]12	100.4	108.4	91.1	72.8	105.1	97.3	89.0	101.3
60	N#Cc1nc(-c2ccc(Cl)cc2)oc1N1CCC(S(=O)(=O)F)CC1	103.1	116.9	94.7	95.4	96.7	95.8	98.4	96.0
61	CN(N=O)C(=O)NC(N)=O	100.3	102.8	91.3	97.3	103.4	115.1	108.8	88.9
62	C=C1C(=O)OC2CC3(C)OC3C3OC3C3=CC(OC3=O)C12 (configuration not stated)	91.9&88.3	100.0	10.0*	104.7&93.1	73.8&52.6	115.2&96.8	111.0	95.0&109.0
63	COc1cc2c(cc1OC)C(C)NCC2 (configuration not stated)	102.9	113.5	·	99.2	·	96.3	100.0	96.6
64	N#CC1=C(N)Oc2c(c(=O)oc3ccccc23)C1c1cc(=O)oc2ccc(Cl)cc12 (configuration not stated)	101.3	97.6	82.6	89.7	·	90.0	97.3	·
65	COc1cc(OC)c(S(=O)(=O)N(CCCl)CCCl)cc1C1=NN(C=O)C(c2ccc(Cl)cc2)C1 (configuration not stated)	94.3	87.2	88.0	83.9	97.9	99.8	80.3	79.2

Assay outcomes (PubChem)
